TrxR1 substrate: qHTS Assay for Substrates of Mammalian Selenoprotein Thioredoxin Reductase 1 (TrxR1): qHTS. Thioredoxin reductase 1, cytoplasmic (Rattus norvegicus), O89049. Potency, µM (series often up to 114 µM), for inactives: at the top dose activity change, negative = substrate turnover. purified TrxR1 substrate turnover, NADPH consumption readout. AID 588456, 2011. 0.01% of 390,000 active; further: potency means the concentration at half of the fitted maximal effect; on the % scale 0 is the no-effect control and ±100 the full control effect; nearly all actives have a fitted effect of over 50% in size
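Rat TrxR1, dispensed at 90 nM, was prereduced with 400 uM NADPH (final) for 5 min at ~22 deg C, then incubated with compound 15 min before 400 uM selenite. A first-read NADPH fluorescence drop versus no-compound background flagged substrates.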
PI4K2A inh: qHTS for small molecular inhibitors of PI4K2A; activity change, negative = inhibition, % at 76.9 µM; 0.13% of 420,000 active; purified PI4K2A, ADP-Glo luminescence, 1 h; hits give low values; Phosphatidylinositol 4-kinase type 2-alpha (Homo sapiens), Q9BTU6; AID 1346378, 2018; in the data active means activity change below about -50%; inconclusive means mostly about -30% to -49%;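 further: -100% = wells without enzyme as full effect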
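In this quantitative HTS, ADP production by PI4K2A was quantified luminescently after 1 h at ambient temperature; 100 microM adenosine served as plate-quality control.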
mIDH1 inhibitor: qHTS for Inhibitors of mutant isocitrate dehydrogenase 1 (IDH1): qHTS | Isocitrate dehydrogenase [NADP] cytoplasmic (Homo sapiens), O75874 | IDH1-R132H enzyme, NADPH consumption, diaphorase/resazurin fluorescence | Potency, µM (highest dose often 76.6 µM), without a hit: at the top dose activity change, negative = inhibition, actives largely listed as inhibitors | 0.093% of 390,000 active; further: potency means the concentration at half of the fitted maximal effect; on the % scale 0 is the no-effect control and ±100 the full control effect; nearly all actives have a fitted effect of over 65% in size
Target sequence (O75874 whole entry R132H, stated change not applied): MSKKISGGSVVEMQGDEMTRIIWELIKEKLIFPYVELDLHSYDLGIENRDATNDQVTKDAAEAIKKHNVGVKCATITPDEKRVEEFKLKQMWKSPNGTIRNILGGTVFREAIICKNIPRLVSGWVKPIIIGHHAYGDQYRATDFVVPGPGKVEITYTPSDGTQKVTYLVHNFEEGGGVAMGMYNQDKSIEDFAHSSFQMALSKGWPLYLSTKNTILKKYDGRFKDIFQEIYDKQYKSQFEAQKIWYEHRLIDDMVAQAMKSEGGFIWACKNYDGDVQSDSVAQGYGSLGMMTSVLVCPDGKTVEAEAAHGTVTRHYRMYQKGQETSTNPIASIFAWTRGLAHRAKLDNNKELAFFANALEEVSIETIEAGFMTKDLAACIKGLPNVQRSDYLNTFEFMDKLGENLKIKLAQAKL
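IDH1-R132H (0.5 ug/mL) preincubated 30 min with compound, then NADPH (0.016 mM) and alpha-KG (2 mM) added; 80 min at RT, pH 7.5. Remaining NADPH coupled via diaphorase/resazurin to fluorescence (540/590 nm); concentration-response curves normalized to no-enzyme control.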
GLS inh: qHTS for Inhibitors of Glutaminase (GLS); Glutaminase kidney isoform, mitochondrial (Homo sapiens), O94925; AID 624170, 2012; 0.21% of 410,000 active; Potency, µM (highest dose often 45.5 µM), inactives show at the top dose activity change, negative = inhibition, most hits filed as inhibitors; GLS enzymatic activity, qHTS titration; further: potency means the concentration at half of the fitted maximal effect; on the % scale 0 is the no-effect control and ±100 the full control effect
Target sequence (O94925 whole entry, looked up, canonical isoform): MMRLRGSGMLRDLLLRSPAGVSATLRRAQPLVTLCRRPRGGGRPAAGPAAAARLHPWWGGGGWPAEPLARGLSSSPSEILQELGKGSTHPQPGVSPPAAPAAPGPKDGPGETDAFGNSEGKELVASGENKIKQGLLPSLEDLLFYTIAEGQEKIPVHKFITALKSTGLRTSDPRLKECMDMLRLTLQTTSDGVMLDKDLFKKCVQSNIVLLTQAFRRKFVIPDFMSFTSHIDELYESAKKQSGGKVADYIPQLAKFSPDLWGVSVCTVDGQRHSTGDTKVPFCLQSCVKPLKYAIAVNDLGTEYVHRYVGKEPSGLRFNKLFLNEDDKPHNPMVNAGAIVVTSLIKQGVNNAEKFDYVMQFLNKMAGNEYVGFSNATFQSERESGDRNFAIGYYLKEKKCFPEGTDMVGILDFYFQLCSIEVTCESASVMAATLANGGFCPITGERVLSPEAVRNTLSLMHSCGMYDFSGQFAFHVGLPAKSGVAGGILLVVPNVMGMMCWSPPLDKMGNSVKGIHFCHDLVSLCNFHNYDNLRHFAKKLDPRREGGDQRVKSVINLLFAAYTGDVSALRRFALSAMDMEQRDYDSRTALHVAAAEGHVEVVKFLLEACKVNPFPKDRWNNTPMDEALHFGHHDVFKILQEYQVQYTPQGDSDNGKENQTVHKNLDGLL
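Coupled fluorescence readout: glutamate oxidase/HRP/Amplex Red detect glutamate formed by hKGA from L-glutamine (1 mM solution added). Buffer 45 mM KH2PO4 pH 8.2, 0.02% Tween-20; reads at t0 and 30 min RT.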
USP1-UAF1 inh: Inhibitors of USP1/UAF1: Primary Screen | AID 743255, 2014 | recombinant USP1/UAF1, Ub-Rhodamine cleavage fluorescence | 0.23% of 390,000 active | Potency, µM (titrated, usually from 57.1 µM), for the others: top-dose activity change, negative = inhibition, most hits filed as inhibitors; further: potency means the concentration at half of the fitted maximal effect; on the % scale 0 is the no-effect control and ±100 the full control effect; nearly all actives have a fitted effect of over 60% in size; inactives centre near -12
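Step one: compound is pinned into 1nM USP1/UAF1 in HEPES pH 7.8 buffer with TCEP. Step two: 15 min room-temperature incubation. Step three: Ub-Rho (150nM final) starts cleavage, tracked by fluorescence over six one-minute reads.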
Tb PGK inh: qHTS Assay to Find Inhibitors of Phosphoglycerate Kinase; Phosphoglycerate kinase, glycosomal (Trypanosoma brucei brucei), P07378; AID 602233, 2012; Potency, µM (series often up to 57.5 µM), for inactives: at the top dose activity change, negative = inhibition, most hits filed as inhibitors; PGK/GAPDH coupled, Kinase-Glo luminescence, 60 min; 0.043% of 380,000 active; further: potency means the concentration at half of the fitted maximal effect; on the % scale 0 is the no-effect control and ±100 the full control effect; nearly all actives have a fitted effect of over 60% in size
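Luminescent ATP detection (Kinase-Glo Plus) follows a 60-minute room-temperature incubation, with wells lacking PGK as controls. Buffer: 100 mM TEA (pH 7.6), 5 mM MgCl2, 0.01% Tween-20. Coupling enzyme GAPDH (100 nM final) supplies unstable 1,3-BPG in-well.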
rTrxR1 inhibitor: qHTS Assay for Inhibitors of Mammalian Selenoprotein Thioredoxin Reductase 1 (TrxR1): qHTS; Thioredoxin reductase 1, cytoplasmic (Rattus norvegicus), O89049; recombinant rTrxR1, NADPH fluorescence consumption, selenite substrate; Potency, µM (doses to about 114 µM), without a hit: at the top dose activity change, negative = inhibition, most hits filed as inhibitors; 1% of 390,000 active; further: potency means the concentration at half of the fitted maximal effect; on the % scale 0 is the no-effect control and ±100 the full control effect; nearly all actives have a fitted effect of over 65% in size
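Rat TrxR1 (90 nM in the dispensed reagent) was pre-reduced with 400 uM NADPH for 5 min at room temperature, then incubated with compound for 15 min. After 400 uM selenite was added, NADPH fluorescence (Ex 340/Em 450 nm) was followed for 8 min.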
HP1b chromo inh: HTS for Inhibitors of HP1-beta Chromodomain Interactions with Methylated Histone Tails. Chromobox protein homolog 1 (Homo sapiens), P83916. AlphaScreen HP1-beta / biotin-H3K9me3 peptide binding. Potency, µM (top dose mostly 114 µM), without a hit: at the top dose activity change, negative = inhibition, usual class: inhibitors. 0.56% of 390,000 active. AID 540317, 2011; further: potency means the concentration at half of the fitted maximal effect; nearly all actives have a fitted effect of over 70% in size; inactives centre near 23
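AlphaScreen: HP1-beta (50 nM) preformed 30 min with biotin-H3(1-18)K9me3 peptide (50 nM) in PBS pH 7.4, 0.01% Tween-20. Compound added for 30 min at RT, then streptavidin donor/nickel chelate acceptor beads (10 ug/mL) for 30 min.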
Pin1 inh: qHTS Assay to Find Inhibitors of Pin1 | Peptidyl-prolyl cis-trans isomerase NIMA-interacting 1 (Homo sapiens), Q13526 | Pin1 FP peptide displacement, HiFluor488, 10 min | Potency, µM (doses to about 115 µM), for inactives: top-dose activity, negative = inhibition, most hits filed as inhibitors | 0.009% of 390,000 active | AID 504891, 2011; active means well fitted inhibition curve with a large enough effect in the polarisation, with a control signal flat, not every such curve was filed as active; inconclusive means small, poorly fitted or top-dose-only effect, or effect the other way, or a change in a side signal; inactive means no such curve, though single readings can be large or run the other way; the % refers to the polarisation; further: potency means the concentration at half of the fitted maximal effect; on the % scale 0 is the no-effect control and ±100 the full control effect
Numbers without * were called inactive; [ ] = dose if it differs, or a comment. Unless noted, the call rests on the fitted dose curve; in most records, active means well fitted curve in the direction sought with a large enough effect; inconclusive means small, poorly fitted or top-dose-only effect, or another doubt; inactive means no such curve, though single readings can be large; an effect the other way counts as inactive or inconclusive. The list is partial; the hit share may differ from the screen's.

For Cc1ccc(S(=O)(=O)CCC(=O)NCCc2ccc(Cl)cc2)cc1 the results were TrxR1 substrate 1%, PI4K2A inh 0, mIDH1 inhibitor 8%, GLS inh 4%, USP1-UAF1 inh -4%, Tb PGK inh 0%, rTrxR1 inhibitor 22%, HP1b chromo inh 20% and Pin1 inh 2%.
`O=C(Nc1cccc2ncccc12)c1cc(Br)ccc1Cl` gave TrxR1 substrate 0%[57.1 µM], PI4K2A inh -1, mIDH1 inhibitor 5%, GLS inh 1%, USP1-UAF1 inh -6%, Tb PGK inh 13%, rTrxR1 inhibitor 22%[57.1 µM], HP1b chromo inh 22% and Pin1 inh 0%.
`COc1ccc(-c2nc3scc(CCNS(=O)(=O)c4ccc(F)cc4C)n3n2)cc1` gave TrxR1 substrate -4%[57.1 µM], PI4K2A inh -1, mIDH1 inhibitor -9%, GLS inh 6%, USP1-UAF1 inh -3%, Tb PGK inh 13%, rTrxR1 inhibitor -3%[57.1 µM], HP1b chromo inh 30% and Pin1 inh 1%.
Cc1cc2ccccc2cc1C(=O)c1ccccc1 was read as TrxR1 substrate -6%, PI4K2A inh -5, mIDH1 inhibitor -3%, GLS inh 3%, USP1-UAF1 inh inconclusive, Tb PGK inh 7%, rTrxR1 inhibitor -6%, HP1b chromo inh 113%[activator] and Pin1 inh -1%.
For COc1ccc(-c2oc(=O)c3cc(OC)c(OC)cc3c2C#CCCO)cc1 the results were TrxR1 substrate 38%[activator], PI4K2A inh -4, mIDH1 inhibitor -12%[38.3 µM], GLS inh -1%, USP1-UAF1 inh -19%, Tb PGK inh 0%, rTrxR1 inhibitor 26%, HP1b chromo inh 29% and Pin1 inh 10%.
Screening O=C1c2[nH]nc(-c3ccccc3O)c2C(c2ccc(F)cc2)N1CCO (centres undefined) returned TrxR1 substrate 1%, PI4K2A inh -4, mIDH1 inhibitor -10%, GLS inh 20%, USP1-UAF1 inh inconclusive, Tb PGK inh 5%, rTrxR1 inhibitor 19%, HP1b chromo inh 45%[activator] and Pin1 inh -1%.
CCOc1nc(C)ccc1-c1noc(-c2ccco2)n1 was read as TrxR1 substrate 7%, PI4K2A inh -9, mIDH1 inhibitor 9%, GLS inh 7%, USP1-UAF1 inh -6%, Tb PGK inh -4%, rTrxR1 inhibitor 1%, HP1b chromo inh 48%[activator] and Pin1 inh 8%.
`Cc1ccc2nc3c(c(N)c2c1)CCN3C` gave TrxR1 substrate 57%[activator], PI4K2A inh -3, mIDH1 inhibitor 3%, GLS inh 3%, USP1-UAF1 inh -23%, Tb PGK inh inactive, rTrxR1 inhibitor 4%, HP1b chromo inh 35µM* and Pin1 inh -6%.
Screening CCOC(=O)C1=C(C)NC(C)=C(C(=O)OCC)C1C(=O)OCC(=O)c1ccc2c(c1)OCCO2 returned TrxR1 substrate -6%, PI4K2A inh 3, mIDH1 inhibitor 1%, GLS inh 0%, USP1-UAF1 inh -14%, Tb PGK inh -11%, rTrxR1 inhibitor -3%, HP1b chromo inh 38%[activator] and Pin1 inh 1%.
Screening O=c1[nH]c2cc(Br)cnc2nc1/C=C(\O)c1ccc(F)cc1 returned TrxR1 substrate 0%, PI4K2A inh -6, mIDH1 inhibitor 2%, GLS inh -2%, USP1-UAF1 inh -14%, Tb PGK inh -6%, rTrxR1 inhibitor 21%, HP1b chromo inh 41%[activator] and Pin1 inh 13%.

Reprinted from the results shown, two compounds:
For COc1ccc(-c2oc(=O)c3cc(OC)c(OC)cc3c2C#CCCO)cc1 the results were TrxR1 substrate 38%[activator], PI4K2A inh -4, mIDH1 inhibitor -12%[38.3 µM], GLS inh -1%, USP1-UAF1 inh -19%, Tb PGK inh 0%, rTrxR1 inhibitor 26%, HP1b chromo inh 29% and Pin1 inh 10%.
Screening O=C1c2[nH]nc(-c3ccccc3O)c2C(c2ccc(F)cc2)N1CCO (centres undefined) returned TrxR1 substrate 1%, PI4K2A inh -4, mIDH1 inhibitor -10%, GLS inh 20%, USP1-UAF1 inh inconclusive, Tb PGK inh 5%, rTrxR1 inhibitor 19%, HP1b chromo inh 45%[activator] and Pin1 inh -1%.

The list continues:
`NC(=O)c1c(NC(=O)c2cccnc2Cl)sc2c1CCCC2` gave TrxR1 substrate 1%, PI4K2A inh 2, mIDH1 inhibitor 0%, GLS inh 17%, USP1-UAF1 inh -3%, Tb PGK inh 1%, rTrxR1 inhibitor 13%, HP1b chromo inh 17% and Pin1 inh 0%.
For O=C1CCC/C=C\C[C@@H](CC(=O)N(CCO)Cc2ccccc2)C(=O)NCCO1 the results were TrxR1 substrate 2%, PI4K2A inh -4, mIDH1 inhibitor 1%, GLS inh 2%, USP1-UAF1 inh -9%, Tb PGK inh 4%, rTrxR1 inhibitor 11%, HP1b chromo inh 42%[activator] and Pin1 inh -5%.
Cc1c(C)n(C)c2ccc(C(=O)NCCCN3CCN(c4ccccc4F)CC3)cc12 was read as TrxR1 substrate 10%, PI4K2A inh -4, mIDH1 inhibitor 4%, GLS inh 13%, USP1-UAF1 inh -14%, Tb PGK inh -5%, rTrxR1 inhibitor -3%, HP1b chromo inh inconclusive and Pin1 inh 6%.
Screening Cc1cccc(C)c1NS(=O)(=O)c1c(C)[nH]c(=O)[nH]c1=O returned TrxR1 substrate -12%, PI4K2A inh -1, mIDH1 inhibitor 1%, GLS inh 1%, USP1-UAF1 inh -10%, Tb PGK inh -11%, rTrxR1 inhibitor -14%, HP1b chromo inh 36% and Pin1 inh -4%.
Screening COC(=O)c1cccc2c1-c1ccccc1/C2=N/O returned TrxR1 substrate 8%[57.1 µM], PI4K2A inh 9, mIDH1 inhibitor 1%, GLS inh 10%, USP1-UAF1 inh -17%, Tb PGK inh -4%, rTrxR1 inhibitor 8%[57.1 µM], HP1b chromo inh 23% and Pin1 inh 14%.
For COc1ccc(C2=NN(C(=O)CSc3cn(C)c4ccccc34)C(c3ccc(OC)cc3)C2)cc1 (centres undefined) the results were TrxR1 substrate 0%[57.1 µM], PI4K2A inh -3, mIDH1 inhibitor 13%, GLS inh -7%, USP1-UAF1 inh -16%, Tb PGK inh inactive, rTrxR1 inhibitor 26%[57.1 µM], HP1b chromo inh 20% and Pin1 inh 11%.
CCCn1c(=O)c(C#N)cn(C2CC2)c1=O was read as TrxR1 substrate 13%, PI4K2A inh -3, mIDH1 inhibitor 2%, GLS inh 7%, USP1-UAF1 inh -6%, Tb PGK inh -7%, rTrxR1 inhibitor 24%, HP1b chromo inh 5% and Pin1 inh -5%.
Cc1ccc(C23CC4CC(CC(C(=O)N5CCOCC5)(C4)C2)C3)cc1 was read as TrxR1 substrate 10%, PI4K2A inh -1, mIDH1 inhibitor 4%, GLS inh 5%, USP1-UAF1 inh -11%, rTrxR1 inhibitor 23%, HP1b chromo inh 41%[activator] and Pin1 inh 0%.
For COC(=O)c1ccc(-c2ncc(-c3cccc4ccccc34)o2)cc1 the results were TrxR1 substrate 361%[activator], PI4K2A inh -6, mIDH1 inhibitor 5%, GLS inh -11%, USP1-UAF1 inh -20%, Tb PGK inh -8%, rTrxR1 inhibitor 50%[activator], HP1b chromo inh 86%[activator] and Pin1 inh 0%.
O=C(O)CC1SC(=Nc2cccc(C(F)(F)F)c2)NC1=O (centres undefined) was read as TrxR1 substrate -1%, PI4K2A inh -1, mIDH1 inhibitor 6%, GLS inh 8%, USP1-UAF1 inh 0%, Tb PGK inh 4%, rTrxR1 inhibitor -21%, HP1b chromo inh 51%[activator] and Pin1 inh inconclusive.
For COc1cc(C(=O)NC2CCN(Cc3nnnn3Cc3cccs3)CC2)cc(OC)c1OC the results were TrxR1 substrate 4%, PI4K2A inh -1, mIDH1 inhibitor -4%, GLS inh -9%, USP1-UAF1 inh -20%, Tb PGK inh -8%, rTrxR1 inhibitor -1%, HP1b chromo inh 19% and Pin1 inh -3%.
For NC(=O)CSc1nc2c(sc3ccccc32)c(=O)n1CCCC(=O)NCC1CCCO1 (centres undefined) the results were TrxR1 substrate 0%, PI4K2A inh 7, mIDH1 inhibitor -1%, GLS inh 5%, USP1-UAF1 inh inconclusive, Tb PGK inh -4%, rTrxR1 inhibitor 4%, HP1b chromo inh -2% and Pin1 inh inconclusive.
Screening CN(C)/C(=N\S(=O)(=O)c1ccccc1)c1ccc([N+](=O)[O-])cc1 returned TrxR1 substrate 2%[57.1 µM], PI4K2A inh 4, mIDH1 inhibitor 1%, GLS inh 2%, USP1-UAF1 inh 7%, Tb PGK inh 2%, rTrxR1 inhibitor -13%, HP1b chromo inh 33% and Pin1 inh 1%.

Screens as filed in PubChem.
